FAK inh = FAK kinase inhibitors, primary screen, biochemical; 0.84% of 97,000 active; inhibition, %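 (tested at 7 µM)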; biochemical FAK kinase activity assay; Focal adhesion kinase 1 (Homo sapiens), Q05397; in the data active = inhibition above about 19%;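 note: 0% = DMSO and 100% = reference compound high control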
MT1-MMP txn act = MT1-MMP promoter reporter activation – cell-based, luciferase luminescence, primary screen. activation factor at 10 µM. 0.16% of 86,000 active. AID 750, 2007. HT1080 MT1-MMP promoter luciferase reporter, overnight; active compounds read high;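 active = activation factor of at least 2 for MT1-MMP transcription at 10 µM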
ERa SRC1 pot = enhancers of ERα–SRC-1 coactivator binding, primary screen, biochemical, TR-FRET, ERα LBD, low estradiol; 1.3% of 86,000 active; Estrogen receptor (Homo sapiens), P03372; coactivator binding (% of control), % at 25.6 µM; TR-FRET ERalpha-LBD/SRC-Cy5 coactivator binding, 2 h; 100 = basal binding, no effect; in the data active = activity above about 200%;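 note: binding measured in presence of low estradiol as agonist stimulus; 0% = peptide alone without receptor and 100% = receptor with peptide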
Mac1 fbg enh = enhancers of CD11b/CD18 adhesion to fibrinogen, primary screen, K562 cells, luminescence; activation, % at 10 µM; ATPlite luminescence; Integrin beta-2 (Homo sapiens) + Integrin alpha-M (Homo sapiens), P05107+P11215; 0.07% of 93,000 active;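 active = 10 µM primary screen giving 50% or more activity, confirmed by 40% or more on retest at that dose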; note: strong numbers were not always called active; reference of the scale not given here
ERa SRC1 inh = ERα–SRC-1 coactivator interaction inhibitors, primary screen, biochemical, TR-FRET, ERα LBD, estradiol-bound | 1.7% of 86,000 active | Estrogen receptor (Homo sapiens), P03372 | TR-FRET ER-alpha LBD / SRC-1 peptide | AID 629, 2007 | inhibition, % at 25.6 µM; in the data active = inhibition above about 50%;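 note: 0% = receptor plus peptide control and 100% = peptide only without receptor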
ERb coact inh = inhibitors of ERβ-SRC1 coactivator interaction, primary screen, biochemical, TR-FRET, ERβ LBD, SRC-1 peptide; TR-FRET ER-beta LBD / SRC1-Cy5 peptide binding; receptor agonist-loaded with 1 µM estradiol; inhibition, % at 25.6 µM; 1.3% of 86,000 active; AID 633, 2007;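 active = compounds whose percent inhibition of the receptor-coactivator binding signal exceeds about 50% in the single-dose screen, limit read from the data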;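 note: 0% = receptor plus peptide wells without compound and 100% = peptide-only wells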
Target sequence (Q92731 whole entry, looked up, the tested form may be a part): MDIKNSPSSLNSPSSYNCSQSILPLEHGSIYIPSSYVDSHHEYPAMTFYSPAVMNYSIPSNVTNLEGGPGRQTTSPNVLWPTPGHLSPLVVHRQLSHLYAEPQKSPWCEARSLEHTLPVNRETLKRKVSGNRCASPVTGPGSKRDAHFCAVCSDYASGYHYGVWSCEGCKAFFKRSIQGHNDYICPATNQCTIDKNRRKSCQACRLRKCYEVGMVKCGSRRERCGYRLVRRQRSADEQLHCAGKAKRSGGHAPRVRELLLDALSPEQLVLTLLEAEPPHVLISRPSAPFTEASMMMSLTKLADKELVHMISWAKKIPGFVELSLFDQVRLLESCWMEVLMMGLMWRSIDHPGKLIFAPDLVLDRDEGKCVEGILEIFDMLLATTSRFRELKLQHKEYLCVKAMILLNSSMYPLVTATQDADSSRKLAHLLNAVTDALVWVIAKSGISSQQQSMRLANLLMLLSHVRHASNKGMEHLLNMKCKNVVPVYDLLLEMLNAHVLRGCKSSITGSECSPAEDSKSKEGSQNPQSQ
CD11b adhes inh = inhibitors of CD11b/CD18 adhesion to fibrinogen, primary screen, K562 cells, luminescence. 0.54% of 93,000 active. ATPlite luminescence; Mn2+ added to activate the integrin. inhibition, % at 10 µM. Integrin beta-2 (Homo sapiens) + Integrin alpha-M (Homo sapiens), P05107+P11215;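 active = primary inhibition of 50% or more at 10 µM, then 40% or more on retest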; note: some results filed as inactive read as strong as hits
E coli WT exp = growth inhibitors of wild-type E. coli, primary screen, strain BW25113, expanded library, OD600; growth inhibition, % at 100 µM; 0.15% of 98,000 active; OD600 absorbance; AID 710, 2007;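 active = growth inhibition above about 50% at one test dose, limit read from the data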;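 note: growth measured after 20 h incubation at 37 °C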
PLAP activator = PLAP enzyme activators, biochemical, luminescence, HTS; purified PLAP enzyme, luminescent substrate read-out; active compounds read high; activation fold at 20 µM; 1.2% of 96,000 active; in the data active = activation fold above about 2
Target sequence (P05187 whole entry, looked up): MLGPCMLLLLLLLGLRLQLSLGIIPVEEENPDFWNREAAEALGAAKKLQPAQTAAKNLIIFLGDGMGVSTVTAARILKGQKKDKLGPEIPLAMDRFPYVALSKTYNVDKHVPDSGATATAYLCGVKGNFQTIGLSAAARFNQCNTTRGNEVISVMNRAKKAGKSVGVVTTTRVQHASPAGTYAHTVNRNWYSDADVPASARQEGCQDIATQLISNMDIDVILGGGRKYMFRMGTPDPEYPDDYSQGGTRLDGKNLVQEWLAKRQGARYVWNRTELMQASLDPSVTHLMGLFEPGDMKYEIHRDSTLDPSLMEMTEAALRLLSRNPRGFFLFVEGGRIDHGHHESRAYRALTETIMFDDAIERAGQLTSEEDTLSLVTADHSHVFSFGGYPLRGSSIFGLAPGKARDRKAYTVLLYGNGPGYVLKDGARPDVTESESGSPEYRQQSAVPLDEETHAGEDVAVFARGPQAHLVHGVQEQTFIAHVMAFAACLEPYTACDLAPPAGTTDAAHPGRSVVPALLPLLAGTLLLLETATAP
Starred values were filed as active, the others as inactive; . = no result given; [ ] = dose if it differs, or a comment.

SMILES	FAK inh	MT1-MMP txn act	ERa SRC1 pot	Mac1 fbg enh	ERa SRC1 inh	ERb coact inh	CD11b adhes inh	E coli WT exp	PLAP activator
C/C(N)=C(/C#N)C(=O)COC(=O)c1ccc(C)c(S(=O)(=O)N2CCCCC2)c1	-1	.	.	5	.	.	3	-5	1.3
c1csc(Cn2nnnc2CN2CCN(c3nc4ccccc4s3)CC2)c1	3	1	119	2	-27	-23	-9	-5	0.9
Nc1nc2n(n1)C(c1ccc(F)cc1)CC(c1ccc(F)cc1)N2 (stereo unspecified)	-2	1.1	110	-3	-4	-6	1	1	1.1
CCOC(=O)C1CCCN(c2cc(=O)n(Cc3ccc(F)cc3)c(=O)[nH]2)C1 (stereo unspecified)	-3	1.4	114	1	-4	-5[fluorescence artefact?]	0	.	1.1
CC1=C(C(=O)OCC2CCCO2)C(c2cccc(O)c2)NC(=O)N1 (stereo unspecified)	-7	1.2	137	-4	-3[fluorescence artefact?]	3	0	-1	1
O=C(CN1CCCCC1)Nc1ccc(S(=O)(=O)N2CCCCCC2)cc1	-2	1	95	-1	7	46[fluorescence artefact?]	14	9	1.3
C=CCOC(=O)C1=C(C)Nc2nc3ccccc3n2C1c1ccncc1 (stereo unspecified)	1	1.2	113	-3	6	1	-4	-3	1.1
Cc1cc(Nc2cccc(C(F)(F)F)c2)n2nc(C)nc2n1	.	1.6	114	0	4[fluorescence artefact?]	1[fluorescence artefact?]	-1	-3	0.9
COc1ccccc1C(=O)CSc1n[nH]c(N)n1	-1	1.2	92	2	0	-4	12	5	1.4
O=C(O)c1ccc(OC(F)(F)C(F)C(F)(F)F)cc1 (stereo unspecified)	-1	1	126	-1	-5	-2	-10	3	1.1
O=S(=O)(NCc1cccnc1)c1cc(Cl)ccc1Cl	0	1.2	125	0	-4	-8	-8	-1	0.9
Cc1nn(CCc2nn[nH]n2)c2nc(C(F)(F)F)cc(C(F)(F)F)c12	3	1	110	-3	5[fluorescence artefact?]	1	6	1	1.2
Cn1c(=O)oc2cc(S(=O)(=O)NCCN3CCN(c4ccccc4F)CC3)ccc21	2	1	106	2	-5	2	-6	10	0.9
COc1ccc(CNc2nc3nc(C)c(Cl)c(=O)n3[nH]2)cc1OC	2	1.2	102	5	9[fluorescence artefact?]	4[fluorescence artefact?]	0	-2	1.1
NC(=O)c1csc(-c2ccncc2)n1	5	.	.	-4	.	.	1	0	0.9
Cc1ccc(C)c(S(=O)(=O)Nc2ccc3sc(C)nc3c2)c1	1	1.1	94	.	-3	-4	.	.	.
CCOc1ccccc1CNn1nnnc1N	0	1	105	.	-1	-5	.	.	.
CC1(C)Cc2c(C#N)c(NC3CCCCC3)nc(-c3ccco3)c2CO1	.	1	96	2	1	-9	-4	-3	1.2
COc1ccc(-c2nnc(-c3cccnc3)o2)cc1	-5	1.5	97	-2	-3	-12	-3	3	0.9
COc1ccc(-c2ccc(OC)cc2)cc1	1	1.7	89	.	-6	-20	.	.	.

Overlap with the part before: two entries; new compounds follow.
SMILES	FAK inh	MT1-MMP txn act	ERa SRC1 pot	Mac1 fbg enh	ERa SRC1 inh	ERb coact inh	CD11b adhes inh	E coli WT exp	PLAP activator
COc1ccc(-c2nnc(-c3cccnc3)o2)cc1	-5	1.5	97	-2	-3	-12	-3	3	0.9
COc1ccc(-c2ccc(OC)cc2)cc1	1	1.7	89	.	-6	-20	.	.	.
Cc1c(N2C(=O)CS/C2=N\N=C\c2ccccc2O)c(=O)n(-c2ccccc2)n1C	-5	.	.	1	.	.	-1	-3	1.5
O=C(NCCN1CCOCC1)c1cc2ccccc2o1	-2	.	101	-4	2	4	-41	-3	0.9
Cc1nn(-c2cccc(C(=O)O)c2)c(C)c1Oc1ccccc1O	-1	1.1	95	-4	9	3	1	5	1.2
CCOc1cccc(-c2nnc3n2N=C(c2cc(OC)ccc2OC)CS3)c1	.	.	132[fluorescence artefact?]	.	-3[fluorescence artefact?]	-6[fluorescence artefact?]	.	3	.
Cc1ccc2cc(C(c3nnnn3Cc3ccccc3)N3CCc4ccccc43)c(=O)[nH]c2c1 (stereo unspecified)	2	1.1	176	-3	14[fluorescence artefact?]	14[fluorescence artefact?]	-2	-8	1.3
CCOc1ccc(Oc2cc(C)nc(SC)n2)nn1	1	1	92	.	-30	-24[fluorescence artefact?]	.	.	.
C=CCNc1oc(/C=C/c2ccccc2)nc1C#N	4	.	.	-3	.	.	-13	0	0.9
O=C(NCc1ccco1)c1cc(-c2ccc(F)cc2)on1	1	1.8	87	-7	2	10	-3	4	0.8
CCS(=O)(=O)n1nc(-c2ccccc2)nc1SCc1ccccc1	-2	1.3	75[fluorescence artefact?]	17	4	6	7	7	0.9
Cc1cc(N2CCOCC2)c2c(N)cc(C)c(C)c2n1	-1	1.1	112	-1	-6	-21	-6	-2	0.8
COc1cc(NC(=O)c2ccco2)ccc1NC(=O)c1ccccc1Cl	-1	1	96	-1	-20	-12	0	-5	0.9
Cn1c(COc2ccccc2)nnc1SCCC(=O)Nc1ccccc1	-4	1	110	-3	-7	1	-13	6	0.9
CC(NC(=O)Cc1cccs1)c1ccncc1 (stereo unspecified)	3	1.1	84	0	26	30	-5	-6	1.3
NS(=O)(=O)c1ccc(CNC(=O)CCC2CCCCC2)cc1	-1	.	.	-2	.	.	1	-4	1
O=C(CSc1ncnc2nc[nH]c12)Nc1ccccc1C(F)(F)F	-5	.	.	-4	.	.	-1	-5	1
Brc1ccc(C2=CC(c3cccs3)n3ncnc3N2)cc1 (stereo unspecified)	11	1.4	78	.	26	1	.	6	1
CC(C)(C)C1CCc2c(sc(NC(=O)C3CCCO3)c2C(N)=O)C1 (stereo unspecified)	0	.	.	2	.	.	1	8	1.4
CCCCN(CC)C(=O)CN1C(=O)c2ccccc2C1=O	-1	1.2	100	2	12	-11	-6	2	1
O=C(C1CCC1)N1CCc2cc(S(=O)(=O)NCCN3CCN(c4ccccc4F)CC3)ccc21	-1	1.1	111	.	1[fluorescence artefact?]	1[fluorescence artefact?]	.	-9	1.3
Nc1nnc(-c2ccccc2)s1	2	1.1	99	-5	0	0	-19	11	0.8

Exported with two lines to a compound: ten of the compounds above.
Sequence of screens – FAK inh, MT1-MMP txn act, ERa SRC1 pot, Mac1 fbg enh, ERa SRC1 inh, ERb coact inh, CD11b adhes inh, E coli WT exp, PLAP activator
COc1cc(NC(=O)c2ccco2)ccc1NC(=O)c1ccccc1Cl
 : -1, 1, 96, -1, -20, -12, 0, -5, 0.9
Cn1c(COc2ccccc2)nnc1SCCC(=O)Nc1ccccc1
 : -4, 1, 110, -3, -7, 1, -13, 6, 0.9
CC(NC(=O)Cc1cccs1)c1ccncc1 (stereo unspecified)
 : 3, 1.1, 84, 0, 26, 30, -5, -6, 1.3
NS(=O)(=O)c1ccc(CNC(=O)CCC2CCCCC2)cc1
 : -1, ., ., -2, ., ., 1, -4, 1
O=C(CSc1ncnc2nc[nH]c12)Nc1ccccc1C(F)(F)F
 : -5, ., ., -4, ., ., -1, -5, 1
Brc1ccc(C2=CC(c3cccs3)n3ncnc3N2)cc1 (stereo unspecified)
 : 11, 1.4, 78, ., 26, 1, ., 6, 1
CC(C)(C)C1CCc2c(sc(NC(=O)C3CCCO3)c2C(N)=O)C1 (stereo unspecified)
 : 0, ., ., 2, ., ., 1, 8, 1.4
CCCCN(CC)C(=O)CN1C(=O)c2ccccc2C1=O
 : -1, 1.2, 100, 2, 12, -11, -6, 2, 1
O=C(C1CCC1)N1CCc2cc(S(=O)(=O)NCCN3CCN(c4ccccc4F)CC3)ccc21
 : -1, 1.1, 111, ., 1[fluorescence artefact?], 1[fluorescence artefact?], ., -9, 1.3
Nc1nnc(-c2ccccc2)s1
 : 2, 1.1, 99, -5, 0, 0, -19, 11, 0.8

Further entries
SMILES	FAK inh	MT1-MMP txn act	ERa SRC1 pot	Mac1 fbg enh	ERa SRC1 inh	ERb coact inh	CD11b adhes inh	E coli WT exp	PLAP activator
CCn1cc(C(=O)Nc2cc3c(cc2NC(C)=O)OCCO3)c(=O)c2ccc(C)nc21	0	0.9	79	.	1	5	.	.	.
CCOC(=O)Cc1csc(NC(=O)CCCCCN2C(=O)c3cccc4cccc(c34)C2=O)n1	0	1.1	127[fluorescence artefact?]	.	69*[fluorescence artefact?]	58*[fluorescence artefact?]	.	.	.
CC(=O)c1c(C)[nH]c(C(=O)NCc2ccccn2)c1C	-2	1.3	.	-3	.	.	-10	10	0.9
O=C(Nc1ccc(CN2CCCCC2)cc1)c1ccc2c(c1)OCO2	0	1.5	113	-3	-13	2	14	-1	0.8
Cc1nnc(NC(=O)CSc2nnc(CNC(=O)C34CC5CC(CC(C5)C3)C4)n2C2CCCCC2)s1	-2	.	105	0	-3	2	5	-10	1.1
O=C(c1ccco1)N1CCN(C(c2ccc(Cl)cc2)c2nnnn2Cc2ccccc2)CC1 (stereo unspecified)	-1	.	99	.	-2	-5	.	.	.
COc1ccc(C(=O)NCCc2c[nH]c3ccccc23)cc1S(=O)(=O)N1CCOCC1	-3	1.2	81[fluorescence artefact?]	-5	-28	7	-10	-9	0.9
O=C(COc1ccc(Cl)cc1Cl)NCc1ccncc1	2	1.1	98	-4	1	-2	-7	6	1.5
O=C(O)c1ccc(NS(=O)(=O)c2cc(Cl)ccc2Cl)cc1	-2	1.2	102	-1	-1	-16	7	-6	1
CC(=O)NCCSC(=O)c1ccc(F)cc1	.	1.2	125[fluorescence artefact?]	0	2[fluorescence artefact?]	-1[fluorescence artefact?]	0	10	1.2
CSc1ccccc1NC(=O)c1ccc(Br)o1	1	.	.	1	.	.	1	7	0.9
CC1(C)CC(NS(=O)(=O)c2ccccc2)CC(C)(C)N1	0	1	119	-4	-5	4	-4	1	1.1
CC(C)(C)NC(=O)COC(=O)c1snc(C(=O)NC2CCCCC2)c1N	0	1	112	-11	0[fluorescence artefact?]	-2[fluorescence artefact?]	98	3	1.1
Cc1nc2cc(NC(=O)N3CCCCC3)ccc2n1C	-3	1.6	107	.	-10	7	.	.	.
COc1ccc(CCNCc2ccc(OCc3ccc(Cl)nc3)c(OC)c2)cc1OC	6	.	.	-2	.	.	-15	7	1.8
O=C1c2cccc3cccc(c23)C(=O)N1c1ccncc1	0	0.9	104[fluorescence artefact?]	.	-24	6[fluorescence artefact?]	.	.	.
O=C(O)CCN=C1CCCc2ccccc2N1	-3	1	103	.	-6	-9	.	0	1
COc1cccc(-c2noc(-c3cccs3)n2)c1	3	1.3	101	2	2	6	-4	-8	0.7
Cc1ccc(N/C=C/C(=O)c2sc(-c3ccccc3)nc2C)cc1	1	.	.	10	.	.	10	-19	1
CN(C)S(=O)(=O)N1CCN(c2ccccc2)CC1	2	1.3	104	-1	4[fluorescence artefact?]	3[fluorescence artefact?]	-39	5	1.2
COc1ccc(CCNC(=O)c2cc(-c3ccc4c(c3)OCO4)on2)cc1OC	-2	1.3	112[fluorescence artefact?]	8	10[fluorescence artefact?]	13	13	-16	1
O=C(CSc1nnc(-c2ccco2)o1)c1ccc(F)c(F)c1	-2	1.1	108	-1	-9	0	-11	-3	0.9
N#C/C(=N\Nc1c(Cl)cccc1Cl)C(=O)NN	45*	.	.	-1	.	.	7	10	1.1
CCOC(=O)Cn1c(=O)oc2cc(S(=O)(=O)NCCc3ccc(OCC)c(OCC)c3)ccc21	-4	1.1	118	3	-1	-15	37	3	1.1
COc1ccc(C2C(C(=O)N3CCC(C)CC3)c3ccccc3C(=O)N2C)cc1 (stereo unspecified)	3	1.1	116	.	0	-11	.	.	.

Screens: PubChem, several laboratories

Not a hit list. Share with any hit: about 5.1%.
